LAP4 TOR yeast = modulators of TOR pathway LAP4-GFP in S. cerevisiae. S. cerevisiae LAP4-GFP multiplex, flow cytometry GFP, 3 h; median GFP as percent of DMSO wells. GFP response vs DMSO, % at 10 µM. 0.34% of 320,000 active;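 active = GFP response vs DMSO above a set limit, about the screen mean plus 3 SD, cut at about 150% in these data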
Yeast superoxide = yeast age-related superoxide inhibition as caloric restriction mimetic | S. cerevisiae aged cells, superoxide DHE fluorescence; stronger effect = lower value | superoxide response (% of plate mean), % at 10 µM | 0.18% of 330,000 active | AID 2690;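 active = superoxide response under a set limit, about three screen SD below normal, cut at about 65% in these data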;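 also: yeast aged for seven days with compound at 30 °C before DHE staining; 100% = average MFI of all compound-treated wells on the plate with controls excluded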
AGP1 TOR yeast = yeast TOR pathway AGP1-GFP modulation; GFP response vs DMSO, % at 10 µM; AID 2066; 0.02% of 320,000 active; S. cerevisiae AGP1-GFP multiplex flow cytometry, 3 h; GFP as percent of DMSO wells;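 active = GFP response relative to DMSO above a set limit, near screen average plus 3 SD, cut at about 150% in these data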;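 also: median GFP channel fluorescence of the gated AGP1 strain per well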
MEP2 TOR yeast = alters MEP2-GFP fluorescence in TOR pathway yeast screen | S. cerevisiae MEP2-GFP strain, flow cytometry GFP, 3 h; 100% = DMSO control level | AID 2016 | GFP response vs DMSO, % at 10 µM | 0.51% of 330,000 active;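 active = GFP response versus DMSO above a set limit, roughly screen mean plus 3 SD, cut at about 180% in these data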;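 also: median GFP fluorescence of the barcode-gated MEP2-GFP cells per well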
CIT2-GFP yeast = yeast TOR pathway CIT2-GFP modulation | GFP response vs DMSO, % at 10 µM | 0.065% of 320,000 active | S. cerevisiae CIT2-GFP strain, flow cytometry, 3 h; 100 means same as DMSO wells;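 active = GFP response relative to DMSO above a set limit, near the screen mean plus 3 SD, cut at about 150% in these data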;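 also: ratio of well median GFP fluorescence to mean of DMSO wells on the plate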
RPL19A TOR yeast = yeast TOR pathway RPL19A-GFP modulation; S. cerevisiae RPL19A-GFP strain, flow cytometry, 3 h; stronger effect = lower value; percent response vs DMSO, % at 10 µM; 0.3% of 330,000 active; AID 2025;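 active = percent response vs DMSO below 50%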;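 also: median channel GFP fluorescence of the barcoded RPL19A-GFP strain; ratio of sample median GFP to plate DMSO average so 100% = DMSO; lower means less RPL19A-GFP as with rapamycin TOR inhibition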
VLA-4 inh = inhibition in a human VLA-4 binding assay; AID 2557; inhibition, % (about 7 µM as worked out from the volumes in the protocol); 0.2% of 330,000 active; P13612; VLA-4 expressing cells, ligand binding flow cytometry; in the data active = inhibition above about 50%
GRK2 inh = blocks RNA aptamer binding to human GRK2 | P25098 | 0.59% of 330,000 active | bead flow cytometry, FAM-aptamer displacement from GRK2 | inhibition of aptamer binding, % at 10 µM;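 active = inhibition of aptamer binding above 40%, roughly 3 SD of noise, on plates passing a quality check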;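 also: median bead fluorescence of bound FAM aptamer so fluorescent compounds give negative values; no value below 0 was filed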
Target sequence (P25098 whole entry, looked up): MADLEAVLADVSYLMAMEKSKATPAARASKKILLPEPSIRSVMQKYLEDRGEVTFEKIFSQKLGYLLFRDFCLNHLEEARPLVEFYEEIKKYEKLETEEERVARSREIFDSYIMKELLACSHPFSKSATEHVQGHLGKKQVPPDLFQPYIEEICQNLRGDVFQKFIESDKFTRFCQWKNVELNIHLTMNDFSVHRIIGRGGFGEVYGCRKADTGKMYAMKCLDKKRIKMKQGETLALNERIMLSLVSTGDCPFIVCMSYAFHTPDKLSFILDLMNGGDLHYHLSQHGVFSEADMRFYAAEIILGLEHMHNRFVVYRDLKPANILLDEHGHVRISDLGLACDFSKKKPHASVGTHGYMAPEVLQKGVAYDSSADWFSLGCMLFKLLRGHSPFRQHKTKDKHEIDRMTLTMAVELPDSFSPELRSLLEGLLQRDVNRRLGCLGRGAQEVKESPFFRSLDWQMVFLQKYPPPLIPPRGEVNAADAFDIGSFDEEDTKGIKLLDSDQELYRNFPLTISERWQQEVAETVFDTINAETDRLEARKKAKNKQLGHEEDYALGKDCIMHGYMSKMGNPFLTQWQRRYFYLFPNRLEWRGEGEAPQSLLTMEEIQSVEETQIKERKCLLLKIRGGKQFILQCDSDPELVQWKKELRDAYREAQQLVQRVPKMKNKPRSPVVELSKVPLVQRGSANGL
Numbers without * were called inactive; i = inactive; . = no result given.

SMILES	LAP4 TOR yeast	Yeast superoxide	AGP1 TOR yeast	MEP2 TOR yeast	CIT2-GFP yeast	RPL19A TOR yeast	VLA-4 inh	GRK2 inh
Cc1ccc(C)c(NC(=O)C2CC=CCC2C(=O)O)c1 (stereo unspecified)	100	113	101	100	101	102	28	0
Cc1ccc(NC(=O)COC(=O)C2C3CC4OC(=O)C2C4C3)cc1Cl (stereo unspecified)	94	94	102	102	103	102	12	1
COCCOc1ccc(C(F)(F)F)cc1N	110	104	89	99	95	96	16	0
COC(=O)Nc1nn(-c2ccc(Cl)cc2)c(=O)c(C#N)c1C	108	105	110	96	104	100	-5	0
COCCn1nnnc1CN(Cc1ccco1)Cc1cc2cc3c(cc2[nH]c1=O)OCO3	101	109	84	99	85	95	3	2
CC1(C)Cc2ccccc2C(N)=C1C#N	108	103	93	93	93	96	6	0
CC(=O)N1CCOc2ccc(S(=O)(=O)N(C)c3cccc(C)c3)cc21	82	93	93	106	104	95	-2	4
COc1ccc(Cl)cc1NC(=O)NCC1CCN(Cc2ccccc2F)CC1	90	107	97	108	99	102	7	0
CC(C)SC1=NC(C)(C)C=C(/C=C/c2c(Cl)cccc2Cl)N1	106	123	102	106	93	100	-4	5
Cc1cccc(C(C)C)c1NC(=O)CN1C(=O)NC(Cc2ccccc2)C1=O (stereo unspecified)	100	103	108	104	106	102	0	0

Results in AGP1 TOR yeast and LAP4 TOR yeast (3 entries from above):
compound	AGP1 TOR yeast	LAP4 TOR yeast
COc1ccc(Cl)cc1NC(=O)NCC1CCN(Cc2ccccc2F)CC1	97	90
CC(C)SC1=NC(C)(C)C=C(/C=C/c2c(Cl)cccc2Cl)N1	102	106
Cc1cccc(C(C)C)c1NC(=O)CN1C(=O)NC(Cc2ccccc2)C1=O (stereo unspecified)	108	100

New compounds follow:
SMILES	LAP4 TOR yeast	Yeast superoxide	AGP1 TOR yeast	MEP2 TOR yeast	CIT2-GFP yeast	RPL19A TOR yeast	VLA-4 inh	GRK2 inh
Cc1ccc(SCC(=O)NC(=O)c2ccccc2Br)c(C)c1	95	91	100	103	100	99	9	0
CC/C(C)=N/Nc1cccc([N+](=O)[O-])c1	71	95	90	105	116	111	-3	1
Cc1noc(C)c1COC(=O)c1ccc(S(=O)(=O)N2CCCCC2)cc1	109	104	102	100	102	95	11	0
COc1ccc(C(=O)Nc2ccccc2C(=O)N2CCN(c3ccccc3)CC2)cc1	93	97	88	95	100	104	24	2
O=c1c2ccccc2oc2ccc(-c3ccc4cc[nH]c4c3)cc12	103	116	96	94	83	94	-4	5
O=C(CCN1C(=O)/C(=C/c2cccs2)SC1=S)Nc1cccc(O)c1	91	109	99	98	109	100	15	0
CSCCC(NS(=O)(=O)c1ccc(C)cc1)C(=O)NC1CCCCC1 (stereo unspecified)	99	100	104	99	100	98	11	2
CC(=O)N1CCc2cc(Br)cc(S(=O)(=O)N3CCc4ccccc43)c21	93	111	96	90	83	94	0	1
COc1cc(OC)cc(C(=O)NNC(=O)c2nn(C)c(=O)c3ccccc23)c1	100	130	98	101	91	95	-14	6
O=C(C1CC1)N1CCc2cc(S(=O)(=O)NCCCN3CCCCC3)ccc21	93	113	102	92	98	104	7	6
CCOc1ccc(N=C(NC#N)SC)cc1	107	101	113	106	108	111	0	1
CC(C)[C@H](NC(=O)c1ccccc1F)C(=O)Nc1nc2c(s1)CCCC2	94	103	104	103	105	106	24	8
CCC(CC)NC(=O)CCc1nc2ccccc2c(=O)[nH]1	102	113	100	100	102	101	11	1
Cc1ccc(C(=O)NC(=S)N2CCN(C(=O)OC(C)(C)C)CC2)cc1Br	107	97	100	106	101	98	5	0
COc1ccc(-c2csc3ncnc(N4CCN(c5cccc(C)c5C)CC4)c23)cc1	80	95	91	95	.	104	10	0
O=C(Nc1ccccc1N1CCCC1)c1cc(Cl)ccc1Cl	96	118	94	101	102	102	-5	0
O=C(NCCN1CCCCCC1)C1CCC(CNS(=O)(=O)c2cccc3cccnc23)CC1 (stereo unspecified)	98	91	107	105	112	100	37	0
CCCC(=O)NCCc1cc2ccc(OC)cc2[nH]c1=O	93	90	73	93	62	107	-18	1
COCCCN(CC(=O)O)S(=O)(=O)c1cccc(Cl)c1	90	104	97	87	96	94	21	1
CCCCOc1ccccc1NC(=O)c1ccco1	99	97	93	111	110	94	6	0
Cn1ncc(Cl)c1C(=O)N1CCC(Cc2ccccc2)CC1	94	106	95	95	94	101	-8	1
CCOc1ccc2c(=O)c(-c3ccc4c(c3)OCCCO4)c(C)oc2c1	106	101	98	102	96	107	2	2
COc1ccc(OC)c(S(=O)(=O)Nc2cc3c4c(c2)C(C)C(=O)N4CCC3)c1 (stereo unspecified)	96	95	111	102	100	99	9	1
COc1ccccc1OCC(=O)N1CC2(C)CC1CC(C)(C)C2 (stereo unspecified)	88	111	89	95	85	96	0	0
Cc1ccc(C2(c3noc(CN4CCC(c5ccncc5)CC4)n3)CCCC2)cc1	90	86	96	100	102	107	12	0
COc1ccc(CN2CCNC(=O)C2CC(=O)NC2CCCC2)c(C)c1C (stereo unspecified)	102	103	106	100	100	98	23	0
Cc1cccc(OCCCC(=O)N2CCCc3ccccc32)c1C	99	95	102	93	95	95	7	0
Cn1c(CSc2nc3ccccc3s2)nnc1SCC(=O)NCCN1CCOCC1	95	98	90	95	89	96	8	1
Cn1c(=O)oc2cc(S(=O)(=O)NCCCN3CCCC3=O)ccc21	108	104	111	102	126	106	-5	0
Cn1c(S(=O)(=O)O)nc2ccccc21	104	107	108	98	103	100	8	1
COc1cc(CN2CCCC(CCC(=O)NCc3ccc(C)o3)C2)cc2c1OCO2 (stereo unspecified)	86	84	103	106	109	107	2	0
Cc1cc(C)c2oc(C(=O)Nc3ccc(S(=O)(=O)Nc4nccc(C)n4)cc3)cc(=O)c2c1	90	104	104	104	99	99	16	0
CC(C)CC(=O)Nc1ccccc1N1CCN(c2ccc(F)cc2)CC1	97	102	93	108	108	109	-12	2
COc1cc(/C=N/NC(=O)Cn2cnc3c2c(=O)n(C)c(=O)n3C)cc(OC)c1OC	107	100	103	101	95	92	20	4
O=C(OC1CCN(c2ccc([N+](=O)[O-])cc2)CC1)c1ccccc1	93	93	100	95	98	98	-2	0
CC(CNC(=O)c1ccc(NC2=NC3CS(=O)(=O)CC3S2)cc1)c1ccccc1 (stereo unspecified)	105	87	106	99	102	103	-12	1
c1ccc(-n2c(-c3ccco3)nnc2N2CCOCC2)cc1	97	97	103	99	108	101	3	1
COCCNC(=O)/C(C#N)=C/c1ccc(-c2ccc(OC)cc2[N+](=O)[O-])o1	106	94	108	105	110	105	3	0
CC(=O)N(Cc1cc(=O)[nH]c2ccccc12)c1ccccc1	98	103	102	100	99	100	-1	7
CCOC(=O)C(C)n1nc(C)c2sc3ccccc3c2c1=O (stereo unspecified)	115	97	103	103	97	99	1	0
CCOc1ccc(NC(=O)CN2C(=O)NC(CCc3ccccc3)C2=O)cc1OCC (stereo unspecified)	138	88	125	131	115	116	0	0
O=C(CN1CCC(C(=O)c2ccc3c(c2)OCCO3)CC1)NCc1ccc(F)cc1	97	97	102	98	107	101	-6	0
COc1cc(/C=N/NC(=O)Cn2nc([N+](=O)[O-])cc2C)cc(Br)c1OCc1ccccc1	100	88	104	100	106	106	-16	1
COc1ccc(/C=C/C(=O)c2ccc(C)c([N+](=O)[O-])c2)cc1O	111	98	100	99	103	102	7	0
O=C(O)CCc1cccnc1	98	98	97	113	108	104	-89	1
C=CCn1c(=NC(=O)c2ccc(S(=O)(=O)N3CCCC3)cc2)sc2cc(NC(C)=O)ccc21	100	117	85	159	104	96	-1	0
CCOc1ccc(OCc2cccc(C(=O)N3CCOCC3)c2)cc1	105	92	98	97	95	96	13	0
Cc1oc(-c2ccc3c(c2)OCCO3)cc1C(=O)O	116	i	86	99	89	96	-4	1
CCN(CC)C(=O)c1ccc2c(c1)N(Cc1ccccc1)C(=O)CS2=O (stereo unspecified)	101	97	102	114	100	98	22	4
COCCNC(=O)c1cccc(OC2CCN(Cc3ccccc3OC(F)F)CC2)c1	95	119	101	106	102	107	4	0

Remaining list, next part:
SMILES	LAP4 TOR yeast	Yeast superoxide	AGP1 TOR yeast	MEP2 TOR yeast	CIT2-GFP yeast	RPL19A TOR yeast	VLA-4 inh	GRK2 inh
CN(C(=O)COC(=O)c1nn(C)c(=O)c2ccccc12)c1c(N)n(Cc2ccccc2)c(=O)[nH]c1=O	92	95	92	93	93	86	-2	0
CC1CCN(c2cc(C#N)c(C#N)cc2[N+](=O)[O-])CC1	79	80	91	99	102	97	18	0
CC1CC(C)CN(C(=O)C(C)N2CCN(S(=O)(=O)c3cccs3)CC2)C1 (stereo unspecified)	87	81	93	92	93	88	1	3
CC(C)CSc1n[nH]c(=S)s1	128	99	93	110	89	91	-1	0
COc1ccc(NS(=O)(=O)c2cc(NC(=O)c3cccc(OCc4c(C)noc4C)c3)ccc2OC)cc1	96	112	95	98	93	97	-5	0
CCOC(=O)c1c(NC(=S)NC(=O)c2ccc(Cn3cc(Cl)cn3)o2)sc2c1CCCCC2	82	119	.	86	94	95	14	0
CC1Cc2ccccc2N1C(=O)Cc1cccs1 (stereo unspecified)	99	129	99	102	102	103	3	0
c1ccc(-c2csc(Nc3cccnc3)n2)nc1	114	90	94	104	95	94	-1	0
O=C(CN1C(=O)NC2(CCCc3ccccc32)C1=O)c1ccc(Br)cc1 (stereo unspecified)	104	99	99	103	84	98	6	0
CCCCCOc1ccc(Br)cc1/C(C)=N/NC1=NCCN1	95	93	99	102	79	99	45	0
CCc1ccc(NC(=O)C(C)OC(=O)C2CCC(=O)N2)cc1 (stereo unspecified)	104	98	104	110	103	101	-6	0
COc1ccc(N2CCN(Cc3nc4c(c(=O)n(C)c(=O)n4C)n3CC(C)=O)CC2)cc1	107	99	113	109	101	100	10	0
Cc1ccc(CSCc2ccc(C(=O)NC3CCCC3)o2)cc1	101	103	96	99	101	97	-4	0
O=C(OCC(=O)N(CCc1ccccc1)Cc1ccccc1)c1ccccc1[N+](=O)[O-]	111	96	109	100	92	102	10	0
Cc1cc(C(=O)NN=C2C3CC4CC(C3)CC2C4)c2ccccc2n1	106	101	104	104	100	100	2	0
CC1CN(C2CCN(C(=O)COc3ccc(Cl)cc3)CC2)CC(C)O1 (stereo unspecified)	94	113	101	105	97	99	22	0
CCOc1cc(N2CCOCC2)c(OCC)cc1NC(=O)CCS(=O)(=O)c1ccc(Cl)cc1	109	92	105	107	96	103	32	4
O=C(NCc1ccc2c(c1)OCO2)C1CCN(S(=O)(=O)c2ccc(Br)s2)CC1	101	145	102	113	90	98	-1	0
COc1cc(N2C(=O)NC3CC2(C)Oc2ccccc23)cc(OC)c1OC (stereo unspecified)	102	102	106	103	101	100	5	2
NNc1nc(-c2ccccc2)c2cc(Cl)ccc2n1	.	97	.	98	.	98	0	1

Complete entries, looked up by structure. Screens in order: LAP4 TOR yeast | Yeast superoxide | AGP1 TOR yeast | MEP2 TOR yeast | CIT2-GFP yeast | RPL19A TOR yeast | VLA-4 inh | GRK2 inh
COc1cc(N2C(=O)NC3CC2(C)Oc2ccccc23)cc(OC)c1OC (stereo unspecified) is entered as 102 | 102 | 106 | 103 | 101 | 100 | 5 | 2
COc1ccc(N2CCN(Cc3nc4c(c(=O)n(C)c(=O)n4C)n3CC(C)=O)CC2)cc1 is entered as 107 | 99 | 113 | 109 | 101 | 100 | 10 | 0

Further entries follow:
SMILES	LAP4 TOR yeast	Yeast superoxide	AGP1 TOR yeast	MEP2 TOR yeast	CIT2-GFP yeast	RPL19A TOR yeast	VLA-4 inh	GRK2 inh
O=C(COC(=O)c1ccc(O)cc1)Nc1ccc2[nH]c(=O)[nH]c2c1	110	106	109	107	107	103	-2	3
Cn1cnnc1SCC(=O)c1ccc2c(c1)OCCO2	115	99	107	114	106	93	8	2
N/C(=N\OCc1ccc([N+](=O)[O-])cc1)c1ccccn1	102	88	97	96	88	94	7	0
O=C(O)CSCC(=O)N1CCN(c2nc3cc(Cl)ccc3s2)CC1	104	88	100	111	100	102	13	0
CCSc1nnc(NC(=O)Cn2cnc3c2c(=O)n(C)c(=O)n3C)s1	111	105	106	111	101	102	-1	0
